RGS4 act – potentiators or activators of RGS4 | HEK293 M3R/inducible RGS4, carbachol calcium flux Fluo4; hits give low values | B-score at 10 µM | actives 0.92% (n = 310,000);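 active = B-score of the integrated calcium signal more than 4 SD below the library mean, with starting fluorescence not abnormally high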;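 note: negative B-score means reduced calcium response which marks RGS4 activation or potentiation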
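test system = HEK293 cells with stable M3R and inducible RGS4 | schedule = recording 10 s baseline at 1 Hz, 100 s post-agonist | technique = Fluo4-AM (2 µM) calcium-flux fluorescence, kinetic read | measure = Agonist-evoked peak-minus-minimum fluorescence over baseline, integrated ratio, B score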
RGS4 block – inhibitors of human RGS4 | HEK293 M3R/RGS4 inducible, Fluo-4 calcium flux; hits give high values; triggered by carbachol at its EC20 | B-score at 10 µM | actives 0.45% (n = 310,000);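 active = B-score, a plate-corrected calcium signal, over three deviations above library mean, with baseline fluorescence within five deviations of library mean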;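 note: RGS4 expression induced by doxycycline in cells with stable M3 receptor; B-score is computed from the integrated fluorescence ratio over baseline after carbachol; higher B-score means a larger calcium signal and so more RGS4 inhibition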
Target sequence (P49798 whole entry, looked up): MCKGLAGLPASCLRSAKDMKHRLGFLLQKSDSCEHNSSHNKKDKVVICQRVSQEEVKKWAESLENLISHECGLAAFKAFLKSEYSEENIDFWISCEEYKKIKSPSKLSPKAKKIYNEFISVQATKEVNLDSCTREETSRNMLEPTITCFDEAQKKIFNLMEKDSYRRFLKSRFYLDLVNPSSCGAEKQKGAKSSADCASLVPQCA
TMEM16A inh – blocks the mouse calcium-activated chloride channel TMEM16A; actives 1.2% (n = 310,000); normalized B-score (activity score, 25-100; higher = stronger inhibition) at 10 µM; HEK293 TMEM16A/YFP iodide influx fluorescence, ionomycin;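 active = ratio plate-corrected score three or more library SD toward inhibition, starting fluorescence score within five deviations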;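 note: score derived from kinetic fluorescence span divided by baseline fluorescence per well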
MrgX1 ag – agonists of human MrgX1 receptor. Q96LB2. MrgX1-HEK293 cells, Fluo-4 calcium fluorescence, agonist mode; hits give high values. B-score at 10 µM. actives 0.44% (n = 310,000). AID 588627;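 active = calcium response B-score plate-corrected fluorescence ratio at least 3 library SD, with starting fluorescence B-score inside 5 SD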
Target sequence (Q96LB2 whole entry, looked up): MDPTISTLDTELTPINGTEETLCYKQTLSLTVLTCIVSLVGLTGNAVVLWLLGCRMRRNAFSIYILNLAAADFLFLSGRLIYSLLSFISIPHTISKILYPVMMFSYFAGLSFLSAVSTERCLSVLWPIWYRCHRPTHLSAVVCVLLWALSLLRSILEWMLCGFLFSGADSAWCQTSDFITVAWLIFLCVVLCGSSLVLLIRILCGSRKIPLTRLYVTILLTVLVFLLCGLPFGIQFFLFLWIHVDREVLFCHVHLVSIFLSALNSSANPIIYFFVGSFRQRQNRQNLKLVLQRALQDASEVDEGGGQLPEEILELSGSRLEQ
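System: HEK293 cells stably expressing human MrgX1 receptor; Dosing: test compound in the initial addition of three; Schedule: overnight plating, then 30 min 37 °C plus 30 min room-temperature dye loading; Detection: kinetic calcium dye fluorescence, Fluo-4 NW; Controls: per-plate positive and negative controls for Z′ factor.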
ANO1 activ – activates or potentiates the mouse TMEM16A chloride channel; AID 623877; Q8BHY3; actives 0.3% (n = 340,000); B-score at 10 µM; HEK293 TMEM16A/YFP-H148Q/I152L, iodide quench fluorescence; hits give low values;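 active = fluorescence-ratio B-score plate-corrected deviation score at least 3 library SD below zero, with starting fluorescence score within 5 deviations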;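 note: channel opened by trigger with iodide after compound preincubation; score built on the fluorescence ratio of max minus min over baseline; more negative score means more quench and so TMEM16A activation or potentiation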
MrgX1 antag – human MrgX1 receptor antagonism, primary screen. Q96LB2. MRGX1-HEK293 calcium flux, Fluo-4, BAM8-22 antagonism; hits give low values. B-score at 10 µM. actives 1.3% (n = 310,000). AID 588676;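 active = calcium-response B-score plate-corrected more than 3 library SD below zero, starting fluorescence within 5 deviations, no agonist response on first addition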;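 note: peak minus trough fluorescence over baseline after final BAM8-22 challenge near maximal dose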
HDAC3 inhib – human HDAC3 inhibition. O15379. recombinant HDAC3, fluorogenic peptide/trypsin coupled, fluorescence. inhibition, % at 8.3 µM. actives 0.15% (n = 320,000); in the data active = inhibition above about 26%, passing the limit was not always enough; inconclusive = no clear call, values can overlap the other calls
Target sequence (O15379 whole entry, looked up): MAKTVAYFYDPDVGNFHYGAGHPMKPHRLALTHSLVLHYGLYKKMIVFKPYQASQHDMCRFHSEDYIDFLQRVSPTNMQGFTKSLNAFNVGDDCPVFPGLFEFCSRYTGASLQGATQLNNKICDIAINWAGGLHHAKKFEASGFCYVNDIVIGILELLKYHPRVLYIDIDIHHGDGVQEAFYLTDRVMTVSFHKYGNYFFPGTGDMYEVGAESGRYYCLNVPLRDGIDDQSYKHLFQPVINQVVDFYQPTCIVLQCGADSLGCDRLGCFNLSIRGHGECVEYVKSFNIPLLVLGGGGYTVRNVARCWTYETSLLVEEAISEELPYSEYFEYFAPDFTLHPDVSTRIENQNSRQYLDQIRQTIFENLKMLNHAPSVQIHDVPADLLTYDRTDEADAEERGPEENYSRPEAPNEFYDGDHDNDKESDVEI
SKKanGAS inh – SKKanGAS growth inhibition. S. pyogenes SKKanGAS, kanamycin growth, BacTiter-Glo, 6 h. inhibition, % at 7.5 µM. actives 1.3% (n = 300,000). AID 1662;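 active = mean replicate score, as percent of positive control median, at least 50; inconclusive = mean below 50 but one replicate at or above 50; inactive = mean and every replicate below 50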;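 note: strain carries kanamycin resistance gene driven by streptokinase promoter and grows in 40 µg/ml kanamycin; loss of luminescence reflects streptokinase promoter inhibition or plain growth inhibition; 0% = median of DMSO wells and 100% = positive control at its reference dose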
TRPC6 inhibitor – mouse TRPC6 channel inhibition; B-score at 10 µM; Q61143; HEK293-TRPC6, membrane potential dye, ACh-evoked depolarization; hits give low values; actives 1.1% (n = 310,000);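 active = B-score under library mean minus 3 SD, initial fluorescence not abnormally high, positive integrated signal ratio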;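 note: B-score derived from integrated fluorescence ratio over the kinetic read; more negative B-score means stronger inhibition of depolarization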
TRPC6 act – activates the mouse TRPC6 cation channel; HEK293-TRPC6 membrane potential dye fluorescence; hits give high values; B-score at 10 µM; actives 0.13% (n = 310,000); AID 2550;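 active = B-score of the integrated fluorescence ratio above library mean plus 3 SD, and starting fluorescence ratio within library mean plus 5 SD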;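 note: higher score means more depolarization so channel activation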
MrgX1 allo act – human MrgX1 positive allosteric modulation, primary screen; MrgX1-HEK293, Fluo-4 calcium flux, FDSS; hits give high values; AID 588675; B-score at 10 µM; actives 0.63% (n = 310,000); Q96LB2;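 active = plate-corrected calcium response at least 3 library SD above typical, normal starting fluorescence, not activating the receptor alone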;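 note: compound read alongside a low EC10 to EC30 dose of BAM8-22 agonist; peak minus trough fluorescence over baseline measured at the second addition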
An asterisk follows results filed as active; i = inactive; ? = inconclusive; nt = not tested or not shown.

Fields – RGS4 act	RGS4 block	TMEM16A inh	MrgX1 ag	ANO1 activ	MrgX1 antag	HDAC3 inhib	SKKanGAS inh	TRPC6 inhibitor	TRPC6 act	MrgX1 allo act
O=C(CO/N=C/c1ccccc1OC(F)F)NCc1ccco1
    i	i	i	i	i	i	-10	0	i	i	i
COc1ccc(C(=O)CCC(C)(C)[N+](=O)[O-])cc1OC
    i	i	i	i	i	i	6	0	i	i	i
O=C1CC(/C=C/c2ccc([N+](=O)[O-])cc2)=Nc2ccccc2N1
    i	i	i	i	i	i	0	-4	i	i	i
CCOC(=O)c1sc(SC)c2c1CCCC2=O
    i	i	i	i	i	i	-6	3	i	i	i
COc1ccc(/C=C2\Sc3ccc(C(=O)NC4CC4)cc3N(C)C2=O)cc1OC
    i	i	i	i	i	i	3	70*	i	i	i
CC(=O)OCC(CCn1cnc2cnc(N)nc21)COC(C)=O
    i	i	i	i	nt	i	-22	-5	i	i	i
CCCOc1ccc(N2C(=O)CC(NCCNc3ccc(S(=O)(=O)CC)cc3)C2=O)cc1 (stereo not drawn)
    i	i	i	i	i	i	4	-2	i	i	i
NC1=NN(c2cccc(C(=O)O)c2)C(=O)C1
    i	i	i	i	i	i	-1	4	i	i	i
C=CCN(C)NC(=S)Nc1ccccc1
    i	i	i	i	i	i	4	-2	i	i	i
CC(=O)c1ccc(S(=O)(=O)N(CCCO)Cc2cc3cc(C)ccc3[nH]c2=O)cc1
    i	i	i	i	i	i	-12	-1	i	i	i
CCOc1ccc(S(=O)(=O)N(C)CC(=O)NCc2ccco2)cc1
    i	i	i	i	i	i	4	-2	i	i	i
OC(c1ccccc1)c1cccnc1 (stereo not drawn)
    i	i	i	i	i	i	2	-1	i	i	i
CC1CC(C)(C)NC(=O)O1 (stereo not drawn)
    i	i	i	i	i	i	1	-4	i	i	i
Cc1ccc(C)c(OCCOCCN2CCOCC2)c1
    i	i	i	i	i	i	-2	5	i	i	i
CCN1CCCC1CN(Cc1cc2ccc(C)cc2[nH]c1=O)C(=S)Nc1ccc(OC)cc1 (stereo not drawn)
    i	i	i	i	i	i	2	-8	i	i	i
COc1cccc(OCCN2CCN(c3ncnc4c3cnn4-c3ccccc3)CC2)c1
    i	i	100*	i	i	i	0	21	i	i	i
Cc1c(C(C)C)c(=O)n(-c2ccc(S(=O)(=O)NCc3ccccc3)cc2)n1C
    i	i	25*	i	i	i	-2	-10	i	i	i
COc1cccc(NC(=O)CN2C(=O)COc3ccc(S(=O)(=O)N4CCCCCC4)cc32)c1
    i	i	i	i	i	i	0	0	i	i	i
COc1ccc(NC(=O)CSc2ccc3c(c2)OCCO3)cc1OC
    i	i	i	i	i	i	10	5	i	i	i
O=C(Nc1ccc(F)cc1F)c1cc2nc3c(c(C(F)(F)F)n2n1)CCCC3
    i	i	i	i	i	i	-2	-7	i	i	i
CCn1c(N)[n+](CC(=O)Nc2ccc(SC(F)F)cc2)c2ccccc21
    i	i	i	i	i	i	3	-1	i	i	i
CCCCc1nc(N2CCN(C(=O)c3ccco3)CC2)c(C#N)c2c1CCCC2
    i	i	100*	i	-4.8*	i	-3	97*	i	i	i
CCCCn1nc2cc(C(=O)NCC3CC3)ccc2c1OCC
    i	i	i	i	i	i	-24	2	i	i	i
N#C/C(=C\c1ccc(-c2ccccc2[N+](=O)[O-])o1)C(N)=O
    i	i	i	i	i	i	4	-23	i	i	i
Cc1ccc(N2N=C(c3ccc(F)cc3)CC2c2ccco2)cc1 (stereo not drawn)
    i	i	i	i	i	i	-2	?	i	i	i
CCOC(=O)Cn1cnc2sc3c(c2c1=O)CCC3
    i	i	i	i	i	i	1	-1	i	i	i
COc1ccccc1C(CNC(=O)c1ccc(NS(=O)(=O)c2ccc(F)c(C)c2)cc1)N(C)C (stereo not drawn)
    i	i	i	i	i	i	-2	1	i	i	i
Cc1c(NS(=O)(=O)c2cc([N+](=O)[O-])ccc2Cl)c(=O)n(-c2ccccc2)n1C
    i	i	i	i	i	i	6	-3	i	i	i
Cc1ccc(CCNS(=O)(=O)c2ccc3c(c2)N(C)CCO3)cc1
    i	i	i	i	i	i	9	-15	i	i	i
FC(F)(F)c1cc(-c2ccco2)nc(-n2nc(C(F)(F)F)cc2C2CC2)n1
    i	i	i	i	i	i	-4	-6	i	i	i
O=C(NNS(=O)(=O)c1ccc(Cl)cc1)c1sccc1-n1cccc1
    i	i	i	i	i	i	-1	-1	i	i	i
Cc1cccc(-c2noc(CN(C)C(=O)c3ccco3)n2)c1
    i	i	i	i	i	i	-1	-2	i	i	i
N/C(=N\OC(=O)CCCc1ccccc1)c1ccccc1
    i	i	i	i	i	i	-7	10	i	i	i
COc1cc(S(=O)(=O)N2CCC(c3nc4ccccc4s3)CC2)ccc1S(=O)(=O)NC1CCCC1
    i	i	i	i	i	i	2	15	i	i	i
CN1CCN(C(=S)SCC(=O)Nc2nc(-c3ccccc3)c(-c3ccccc3)o2)CC1
    i	i	i	i	i	i	nt	6	i	i	i
CCOC(=O)Cc1csc(NC(=O)/C=C/c2ccco2)n1
    i	i	i	i	i	i	7	-4	i	i	i
CCOCCCNC(=O)c1cc2sc(Cl)cc2n1CC
    i	i	i	i	i	i	3	-9	i	i	i
COCCNC(=O)Cn1c(=O)n(CCCC(=O)NCc2ccc3c(c2)OCO3)c(=O)c2sccc21
    i	i	i	i	i	i	11	-2	i	i	i
COc1ccccc1N1CCN(C(=O)C2CCN(C(=O)c3ccccc3C)CC2)CC1
    i	i	i	i	i	i	-4	9	i	i	i
COc1ccc(CCNC(=O)CCc2cc(OC)c(OC)c(OC)c2)cc1
    i	i	i	i	i	i	-1	0	i	i	i
CCOC(=O)c1snc2c(=O)[nH]cnc12
    i	i	i	i	i	i	1	-7	i	i	i
Cc1nnc(SCC(=O)NC(C)c2ccccc2)[nH]c1=O (stereo not drawn)
    i	i	i	i	i	i	5	-1	i	i	i
CCN(CC)c1ccc(NC(=O)CN(C)Cc2cccs2)cc1
    i	i	i	i	i	i	-1	1	i	i	i
O=C(NCc1ccc2c(c1)OCO2)c1ccc(CS(=O)Cc2ccc(Cl)cc2)o1 (stereo not drawn)
    i	i	i	i	i	i	-5	8	i	i	i
CC(C)Oc1ccc(C(=O)N(Cc2ccco2)C2CCS(=O)(=O)C2)cc1 (stereo not drawn)
    i	i	i	i	i	i	3	11	i	i	i
COc1ccccc1CSc1nc2ccccc2[nH]1
    i	i	i	i	i	i	-3	3	i	i	i
O=S(=O)(c1cc(F)ccc1F)N1CCN(c2ncccn2)CC1
    i	i	i	i	i	i	-5	-1	i	i	i
CCc1ccc2oc(C(=O)NCc3ccc(S(N)(=O)=O)cc3)c(C)c2c1
    i	i	i	i	i	i	-2	-16	i	i	i
CCN(CC)C(=O)Cn1cc(S(=O)(=O)CC(=O)Nc2cc(OC)ccc2OC)c2ccccc21
    i	i	i	i	i	i	5	0	i	i	i
Cn1cccc1C(=O)OCC(=O)c1cc2ccccc2o1
    i	i	i	i	i	i	-2	2	i	i	i
CCc1ccccc1NC(=S)Nc1cc(OC)c(NC(=O)C(C)C)cc1OC
    i	i	i	i	i	i	0	10	i	i	i
Cc1ccc(N2C(=O)CCC(C(=O)O)C2c2cccs2)cc1 (stereo not drawn)
    i	i	i	i	i	i	1	1	i	i	i
COc1ccc(/C=N/Nc2cc(C)nc3c(C)cccc23)cc1
    i	i	i	i	i	-4.6*	-11	15	i	i	i
Cc1ccccc1C(=O)NC(=S)NCCc1ccccc1
    i	i	i	i	i	i	-1	-1	i	i	i
c1ccc(C2CCC(N3CCC(N4CCCCC4)CC3)CC2)cc1 (stereo not drawn)
    i	i	i	i	nt	i	-1	2	i	i	i
CCN(CC)C(=O)N1c2ccccc2Sc2ccccc21
    i	i	i	i	i	i	6	21	i	i	i
COc1ccc(Cn2c(=O)oc3ccc(C)cc32)cc1
    i	i	i	i	i	i	2	6	i	i	i
O=C(Cc1ccccn1)c1ccc(Cl)cc1
    i	i	i	i	i	i	-4	10	i	i	i
Cc1ccccc1NC(=O)c1cc(S(=O)(=O)N2CCOCC2)cs1
    i	i	i	i	i	i	-5	-6	i	i	i
COc1ccc(/C(O)=C2/C(=O)C(=O)N(CCN3CCOCC3)C2c2ccccn2)cc1OC (stereo not drawn)
    i	i	i	i	i	i	4	4	i	i	i

Additional results.
Fields – RGS4 act	RGS4 block	TMEM16A inh	MrgX1 ag	ANO1 activ	MrgX1 antag	HDAC3 inhib	SKKanGAS inh	TRPC6 inhibitor	TRPC6 act	MrgX1 allo act
Cc1cccc(C)c1NC(=O)CCCn1nc(C)c2c(C)n(-c3ccccc3)nc2c1=O
    i	i	i	i	i	i	-11	0	i	i	i
CC1CCN(S(=O)(=O)c2ccc(-c3nnc(SCc4cccnc4)o3)cc2)CC1
    i	i	i	i	i	i	-2	-18	i	i	i
CC(=O)Nc1ccc(N(C(=O)CNC(=O)c2ccco2)C(C(=O)NCc2ccco2)c2ccccc2F)cc1 (stereo not drawn)
    i	i	i	i	i	i	1	-7	i	i	i
O=C(CN(Cc1ccc(F)cc1)C(=O)CNS(=O)(=O)c1ccccc1)NCC1CCCO1 (stereo not drawn)
    i	i	i	i	i	i	5	1	i	i	i
C=CCN(c1ccccc1C(=O)NCC(=O)OCC)S(=O)(=O)c1ccc(C)cc1
    i	i	i	i	i	i	-5	0	i	i	i
CC(C)c1cc(C(=O)NNC(=S)NCc2ccco2)c(O)c(C(C)C)c1
    i	i	i	i	i	i	-1	20	i	i	i
CCOC(=O)c1ccc(NC(=O)CSc2nnc(C3CC3)n2C)cc1
    i	i	i	i	i	i	0	1	i	i	i
CC(C)(C)C(=O)CSc1nnc(-c2cccs2)n1CC1CCCO1 (stereo not drawn)
    i	i	i	i	i	i	0	4	i	i	i
CCn1c(CSc2nc3ccccc3s2)nnc1SCC(=O)c1ccc(O)cc1O
    i	i	i	i	i	i	2	11	i	i	i
CCCCn1c(CN2CCN(c3cccc(Cl)c3)CC2)nc2c1c(=O)n(C)c(=O)n2C
    i	i	25*	i	i	i	-2	20	i	i	i

Source: PubChem (several laboratories)
